PriA SSB inh – K. pneumoniae PriA-SSBct interaction inhibition | inhibition, % at 33 µM | 430,000 tested, 0.6% active | AID 1272365 | AlphaScreen SSBct-PriA binding, biotinylated peptide; in the data active = inhibition mostly above about 37%, no sharp cut-off; inactive = mostly below about 20%;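 also: plate controls were negative control peptide for no effect and reference peptide for full effect; strong numbers were not always called active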
* = called active by the depositor; + = active, no number; & = joins results of further samples.

SMILES	PriA SSB inh
CC(C)CCn1c(SCc2cc(=O)n3ccccc3n2)nc2c(sc3ncccc32)c1=O	-3
COc1ccc(CCNC(=O)c2cn(-c3ccc(C)cc3)nn2)cc1OC	-14
Cc1ccc2c(c1)NC(C(=O)Nc1ccc(NC(=O)c3ccco3)cc1)NS2(=O)=O (configuration not stated)	3&-21
Cc1cccc(NC(=O)NC2CCCC(OC(=O)Nc3ccc(F)cc3)C2)c1 (configuration not stated)	-1
CCS(=O)(=O)c1cccc(C(=O)Nc2sc3c(c2C(=O)OC)CCN(C(C)=O)C3)c1	-11
O=C(NCCn1ccnc1C1CC1)c1ccc(C(F)(F)F)nc1	-6
O=C(COc1ccc(Cl)cc1Cl)N(CCc1ccccc1)Cc1ccccn1	3
COc1cc(C(=O)N2CCN(Cc3nc(C)cs3)CC2)cc(OC)c1OC	-8
O=C(NCCN1CCN(c2ccccc2F)CC1)c1cccc2ccccc12	-8&1
Cc1cccc(CC(=O)NC2CCCC(O)C2)c1 (configuration not stated)	1
O=c1[nH]cnc2nc[nH]c12	-9&-4
O=C(Nc1sc2c(c1CN1CCOCC1)CCC2)c1ccccc1	9
Cc1ccc(N2CCN(C(=O)c3c(F)cccc3F)CC2)nn1	5
Cc1ccccc1COC(=O)c1nnn(-c2ccccc2Br)c1C	-22
COc1ccc(NC(=O)c2ccc(S(=O)(=O)N(Cc3ccccc3)C(C)C)cc2)cc1	-9
CC(C)NC(=O)c1ccc(=O)n(C)n1	-16
O=C(Cn1cnc2c(c1=O)CCCC2)NCCCc1ccccc1	-13
CCn1nnc2c(N3CC(C(=O)NCc4ccco4)C3)ncnc21	-5
COc1ccc2nc(-c3ccc(Cl)c(NC(=O)Cc4ccc(F)cc4)c3)cn2n1	-12
C/C(C=NNc1nc(C)cc(C)n1)=C\c1ccc(C(C)C)cc1	1
COc1ccc(NC(=O)C23CC4CC(CC(C4)C2)C3)c([N+](=O)[O-])c1	5
O=C(NN=Cc1cn[nH]c1-c1ccc(F)cc1)c1ccncc1	6
O=C(Cc1ccc([N+](=O)[O-])cc1)N/N=C\c1ccc(Br)cc1	2
COc1cc(C=NNc2cc(=O)n(C)c(=O)n2C)ccc1O	12
Cc1ccc(SCc2ccc(C(=O)Nc3cc(C)on3)o2)cc1	-9
CN1CCc2cc(C(CNS(=O)(=O)c3ccc(F)cc3)N3CCCCC3)ccc21 (configuration not stated)	13
O=C(Cc1cccs1)NCCN1Cc2cc(Cl)ccc2OCC1=O	5
O=C(NCCCn1ncccc1=O)Nc1ccc(F)c(Cl)c1	-8
O=C(NCCn1ccn2nccc12)NCc1cccs1	-9
CSc1ccccc1NC(=O)C(=O)Nc1ccc(C)cc1	-9
Cc1cccc2[nH]c(SC(C)c3ccccc3)nc12 (configuration not stated)	-22
COc1cc(OC)cc(-c2nnc(NC(=O)Cc3ccc(S(C)(=O)=O)cc3)o2)c1	-13
COc1ccccc1NC(=O)Nc1c(C)nc2ccc(C)cn2c1=O	2
CC1CCN(Cc2c(C(=O)NN=Cc3ccc(OC(C)C)cc3)nnn2-c2nonc2N)CC1	-1
CCc1nc(SCC(=O)c2cc(C)n(CCOC)c2C)c2c3c(sc2n1)CCC3	-15&-4
CCc1nnc(C2CCN(C(=O)c3ccc(F)cc3)CC2)s1	-13&7
CCCCCCCC(=O)N/N=C/c1ccc(Sc2cccc3cccnc23)o1	+
O=S(=O)(NCCOc1ccccc1)c1ccccc1Cl	-9
Cc1ccc(S(=O)(=O)NCC2CCN(Cc3ccccc3)CC2)s1	-13
O=C(NC1CCN(c2ccccn2)C1)C1CCCC1 (configuration not stated)	-7
O=C(O)CCC(=NNC(=O)CNC(=O)c1ccc(F)cc1)c1ccccc1	-3
Cc1ccccc1-c1nc(C)c(CNC(=O)CCc2c(C)noc2C)s1	6
O=C(CCC(=O)N1CCC(n2c(=O)[nH]c3ccccc3c2=O)CC1)c1ccc(Cl)cc1	-7
COc1ccc(S(=O)(=O)C2CN(S(=O)(=O)c3cccs3)C2)cc1	-1
CC(=O)c1c(C)nn(CC(O)COc2ccc3ccccc3c2Cl)c1C (configuration not stated)	-7
Cn1nc(C(=O)N2CCC(n3c(=O)[nH]c4ccc(F)cc4c3=O)CC2)c2ccccc21	-9
COc1ccc(CCNC(=O)CN2CCN(Cc3nc4ccccc4[nH]3)CC2)cc1OC	-7
Cc1nc2ccccc2n1N=Cc1ccc([N+](=O)[O-])o1	-6
CCOc1ccc([C@H](C2Sc3nc(C)nn3C2=O)N2CCc3ccccc3C2)cc1OC (some centres not stated)	-8
Cc1ccc2oc(C(=O)NCCn3ccc4ccccc43)cc2n1	13
CC1(C)CC(=O)C2=C(C1)OC(=N)C(C#N)C2c1ccc(-c2cccc(C(F)(F)F)c2)o1 (configuration not stated)	-4
O=C(N/N=C\c1c(Sc2nc3ccccc3s2)nc2ccccn2c1=O)c1ccccc1O	7
O=c1ccc(-c2ccccc2)nn1Cc1ccccc1Cl	-2
O=C1NCCN1C(=O)Nc1ccccc1Cc1nc(C2CC2)no1	-4
CCN1CCN(CC(=O)NCCc2ccc(OC)c(OC)c2)C(=O)C1=O	-5&3
CCOc1ccc(N2CCn3c(SCC(=O)Nc4cc(C)on4)nnc32)cc1	-1
CC(C)N1CCC(CNC(=O)Cc2ccc(F)cc2)CC1	-3
O=C(Cn1c(=O)oc2ccccc21)N1CCCC(Cc2nc(-c3ccccc3F)no2)C1 (configuration not stated)	-10
CCCOC(=O)CCC(=O)NC(=S)Nc1nccs1	-6
CC[n+]1c(-c2ccc(C)cc2)csc1Nc1ccc(NC(C)=O)cc1	19
(next part)
SMILES	PriA SSB inh
O=C(/C=C/c1ccccc1)Nc1ccc(S(=O)(=O)N2CCc3ccccc32)cc1	4
O=C(Nc1nc2c(s1)CNCC2)c1ccco1	-3
CC(C)(CC(=O)NCc1ccc(F)cc1)CC1=NS(=O)(=O)c2ccccc2N1	-14
CCCC1CC(C)(C(C)=NNC(N)=S)OC1=O (configuration not stated)	-11
O=C(C1CC=CCC1)N1CCN(CCn2ccnc2-c2ccccc2)CC1 (configuration not stated)	4
Cc1nc(-n2nc(-c3cccs3)cc2NC(=O)c2c(F)cccc2F)[nH]c(=O)c1C	-19
Cc1ccc(NC(=O)CCSc2nnc3scc(-c4ccc(Cl)cc4)n23)cc1	8
O=C(c1ccc(S(=O)(=O)N2CCCC2)cc1)N1CCC(COCc2ccc(F)cc2)CC1	-19
CS(=O)(=O)N1C2CCC1CC(NC(=O)c1cccc(C#N)c1)C2 (configuration not stated)	-13
O=C(NCc1cccnc1)c1ccc(OCc2ccc3ccccc3n2)cc1	-5&18
N#Cc1ccc(CCC(=O)O)cc1	-16
O=S(=O)(NCCOc1cc(N2CCCCC2)ncn1)c1ccc(OC(F)(F)F)cc1	-15
Cc1ccc(Cl)cc1NC(=O)CN1CCC(C)CC1	-6
CN(C)c1nc(N2CCCC2)ncc1NC(=O)COc1ccccc1	-1
O=C(c1cnccn1)N1CCSC(c2ccco2)CC1 (configuration not stated)	3
COc1ccc(Cl)c2sc(NCCCN(C)C)nc12	27
COc1c(Br)cc(S(=O)(=O)c2cc(Br)c(OCC(Br)CBr)c(Br)c2)cc1Br (configuration not stated)	-1
COC(CNS(=O)(=O)c1ccc(Br)s1)c1ccc(Cl)s1 (configuration not stated)	17
COc1cccc(Nc2n[nH]nc2C(=O)Nc2ccccc2Br)c1	-15
COc1ccc(S(=O)(=O)c2cnc3cc(OC)c(OC)cc3c2N2CCN(C)CC2)cc1	-3
CCOc1ccc(C(=O)Nc2ccc3c(c2)N(C)C(=O)C(C)(C)CO3)cc1OCC	20
O=C(COc1ccc(Cl)cc1Cl)NN=CC1CC=CCC1 (configuration not stated)	-5
COc1ccc(O)c(C=NNC(=O)c2ccc(N3CCCC3=O)cc2)c1	2
CC(=O)Nc1ccc(S(=O)(=O)Nc2ccc(S(=O)(=O)Nc3ccc(F)cc3)cc2)cc1	-16&6
N#Cc1ccc(C(=O)OCCNC(=O)c2cccnc2)cc1	-10
O=C(CSc1ncnc2c1cnn2-c1cccc(Cl)c1)NCc1ccccc1Cl	-14
Cc1ccc(S(=O)(=O)CCC(=O)Nc2nnc(Cc3cccs3)o2)cc1	-5&1
Cc1cc(=O)n2c(-c3cccc(NC(=O)c4ccccc4C(F)(F)F)c3)csc2n1	3
COc1ccc(-c2ccc(N3CCCC(C(=O)Nc4ccccn4)C3)nn2)cc1 (configuration not stated)	-8
CCOc1ccc2ccccc2c1C(=O)N1CCC(c2cccs2)CC1	-3
O=C(NCCS(=O)(=O)N1CCN(c2ccccc2)CC1)C1c2ccccc2Oc2ccccc21	0&-5
Cc1cc2ncc(CCCNC(=O)c3ccc4nc(C)sc4c3)cn2n1	18
Cc1cccc(CC(=O)Nc2ccc3c(c2)CN(S(=O)(=O)c2ccccc2)CC3)c1	7
S=c1[nH]nc(-c2cc(-c3ccccc3)n[nH]2)n1N=C/C=C/c1ccco1	8
COc1ccc(OC)c(Nc2nc(CC(=O)NCCc3ccccc3)cs2)c1	6
Cc1ccc(S(=O)(=O)NN=Cc2ccc(OCC(=O)NC(C)C)cc2)cc1	-18
COc1cccc(CNC(=O)CSc2nnc3ccc(-c4ccc5c(c4)OCO5)nn23)c1	-13
COC(=O)Nc1ccc(C)c(N2CCCCC2=O)c1	-12
COc1ccc(C)cc1-n1ccn(CC(=O)Nc2ccc(C(C)C)cc2)c(=O)c1=O	-13
Cc1c(C)c(C)c(S(=O)(=O)NCC2CCN(C(=O)Nc3ccc(F)cc3)CC2)c(C)c1C	-20

2 of these compounds, set out differently:
Cc1cccc(CC(=O)Nc2ccc3c(c2)CN(S(=O)(=O)c2ccccc2)CC3)c1
  PriA SSB inh: 7
COc1ccc(OC)c(Nc2nc(CC(=O)NCCc3ccccc3)cs2)c1
  PriA SSB inh: 6

Following part
SMILES	PriA SSB inh
C=CCN1C(=O)C(C)(C)COc2ccc(NC(=O)Oc3ccccc3)cc21	26
Cc1ccc(-c2n[nH]c(=S)n2N=Cc2c(C)[nH]n(-c3ccccc3)c2=O)cc1	-11
O=C(CCn1cnc2ccccc2c1=O)N1CCC(Oc2cnccn2)CC1	1
CCOc1ccc(N)c([N+](=O)[O-])c1	39*
Cn1nc(CNC(=O)c2ccc(Cl)s2)c2c1CCOC2	-12
Cc1ccc(C(=O)Nc2sc3c(c2-c2nc4ccccc4s2)CCN(C(C)C)C3)c(C)c1	-32
Cn1cc(-c2cccs2)nc1CCNC(=O)c1ccccc1Br	2
Cc1ccc(N2CCCS2(=O)=O)cc1NC(=O)c1ccc(Br)o1	-8
COc1ccc(NC(=O)C(=O)Nc2ccc([N+](=O)[O-])cc2)c(OC)c1	16
COc1cc(OC)c(NC(=O)Cn2cnc3c(sc4ccccc43)c2=O)cc1Cl	-9
Cc1cc(=O)[nH]c(-n2nc(-c3cccs3)cc2NC(=O)c2ccccc2C)n1	3
O=C(NCCC1=CCCCC1)C(=O)NCC(c1ccco1)N1CCOCC1 (configuration not stated)	-5
CN(C)S(=O)(=O)N1CC(c2nc(-c3cccc(C(F)(F)F)c3)no2)C1	-17
CNC(=O)C(=O)NCc1ccc(Cl)cc1	1
Cn1cc(S(=O)(=O)Nc2ccc3c(c2)C(=O)NCC3)cn1	1
Cn1nc(C(=O)N2CCN(c3cc4c(nn3)CCCC4)CC2)c2ccccc21	-19
COc1ccc(S(=O)(=O)Nc2ccc3c(c2)N(C(=O)c2ccco2)CC3)cc1	-5
O=C(c1ccoc1)N1CC[C@H](c2ccc3c(c2)OCO3)C1	3
Cc1cc(NC(=O)CSc2ccc(NC(=O)c3ccco3)nn2)on1	-4
CCOc1ccccc1C(=O)NCCc1nc2c(c(C(F)(F)F)n1)CCCC2	-14
COCCn1nnn(-c2ccc(NC(=O)Nc3cccs3)cc2)c1=O	-7
CC(C)(C)CC(C)(C)NC[C@H](O)COCCOc1ccc(Cl)cc1	-12
CC(=O)Nc1ccc(S(=O)(=O)NCC(c2ccc3c(c2)CCCN3C)N2CCCC2)c(C)c1 (configuration not stated)	9
COc1ccc2sc(N(CCN(C)C)C(=O)Cc3cccc4ccccc34)nc2c1	-12
CCCCCNC(=O)c1cc2nc(C)ccc2o1	6
Cc1cc(F)ccc1S(=O)(=O)NCCc1csc2nc(-c3cccs3)nn12	-24
O=C1CCc2cc(S(=O)(=O)Nc3cnc4ccnn4c3)cc3c2N1CC3	-11
O=C(NCc1ccc(Cl)cc1)N1CCCC(c2nnc(-c3ccc4c(c3)OCO4)o2)C1 (configuration not stated)	-9
CC(=O)c1ccc(CC2SC(=N)NC2=O)cc1 (configuration not stated)	-12
COc1ccc(-c2cccc(NC(=O)c3ccccc3C(F)(F)F)c2)nn1	-13
COc1ccc(-c2ccc(=O)n(CCCC(=O)NC(C)C)n2)cc1OC	-9
Cc1ccc(Nc2nc(N=CN(C)C)n[nH]2)cc1C	3
COc1ccc(C)cc1S(=O)(=O)Nc1cc(-n2c(C)nc3ccccc3c2=O)ccc1F	1

Gathered by group, those above with a furan ring, fused or not
SMILES	PriA SSB inh
Cc1ccc2c(c1)NC(C(=O)Nc1ccc(NC(=O)c3ccco3)cc1)NS2(=O)=O (configuration not stated)	3&-21
CCn1nnc2c(N3CC(C(=O)NCc4ccco4)C3)ncnc21	-5
Cc1ccc(SCc2ccc(C(=O)Nc3cc(C)on3)o2)cc1	-9
CCCCCCCC(=O)N/N=C/c1ccc(Sc2cccc3cccnc23)o1	+
Cc1nc2ccccc2n1N=Cc1ccc([N+](=O)[O-])o1	-6
Cc1ccc2oc(C(=O)NCCn3ccc4ccccc43)cc2n1	13
CC1(C)CC(=O)C2=C(C1)OC(=N)C(C#N)C2c1ccc(-c2cccc(C(F)(F)F)c2)o1 (configuration not stated)	-4
O=C(Nc1nc2c(s1)CNCC2)c1ccco1	-3
O=C(c1cnccn1)N1CCSC(c2ccco2)CC1 (configuration not stated)	3
S=c1[nH]nc(-c2cc(-c3ccccc3)n[nH]2)n1N=C/C=C/c1ccco1	8
Cc1ccc(N2CCCS2(=O)=O)cc1NC(=O)c1ccc(Br)o1	-8
O=C(NCCC1=CCCCC1)C(=O)NCC(c1ccco1)N1CCOCC1 (configuration not stated)	-5
COc1ccc(S(=O)(=O)Nc2ccc3c(c2)N(C(=O)c2ccco2)CC3)cc1	-5
O=C(c1ccoc1)N1CC[C@H](c2ccc3c(c2)OCO3)C1	3
Cc1cc(NC(=O)CSc2ccc(NC(=O)c3ccco3)nn2)on1	-4
CCCCCNC(=O)c1cc2nc(C)ccc2o1	6

Compound activity deposited in PubChem BioAssay by Small Molecule Screening Facility, UW Madison.

This is a subset, so the mix of outcomes need not match the whole.
